D1 antag: blocks dopamine activation of the human D1 receptor. HEK293 TREx D1 cells, calcium flux, dopamine EC80; stronger effect = lower value. activity change, negative = inhibition, % at 10 µM. P21728. hit rate 3.2% among 360,000; in the data active = activity change below about -30%; also: % is scaled to controls: 0 for no effect and ±100 for the full control effect
Target sequence (P21728 whole entry, looked up): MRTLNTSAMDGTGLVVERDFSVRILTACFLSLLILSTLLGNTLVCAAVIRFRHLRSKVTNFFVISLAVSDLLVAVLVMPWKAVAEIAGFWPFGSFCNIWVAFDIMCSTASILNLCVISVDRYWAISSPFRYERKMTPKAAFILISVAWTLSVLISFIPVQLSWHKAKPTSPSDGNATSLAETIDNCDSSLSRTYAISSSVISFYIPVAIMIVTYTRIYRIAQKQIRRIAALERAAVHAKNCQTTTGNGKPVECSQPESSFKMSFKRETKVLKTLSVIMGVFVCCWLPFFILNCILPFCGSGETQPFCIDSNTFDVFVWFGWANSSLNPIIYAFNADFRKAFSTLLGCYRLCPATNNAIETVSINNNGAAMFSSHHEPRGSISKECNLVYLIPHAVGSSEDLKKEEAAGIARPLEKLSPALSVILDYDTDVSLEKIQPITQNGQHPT
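Using tetracycline-induced force-coupled D1 Hek293 cells and a calcium dye, signals were followed for 180 s after compound, then for 180 s after EC80 dopamine, to detect inhibitors.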
RXFP1 agonist: activates the human relaxin receptor RXFP1; AID 2676; hit rate 0.3% among 370,000; Potency, µM (highest dose often 57.5 µM), inactives show at the highest dose activation, most hits filed as activators; HEK293T-RXFP1 cAMP TR-FRET, 30 min; response scale: percent of porcine relaxin response, buffer zero; Q9HBX9; also: potency is read from the fitted curve at half-maximal effect; % is scaled to controls: 0 for no effect and ±100 for the full control effect; nearly all actives have a fitted effect of over 60% in size; many of its hits are not listed in these tables
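Agonist response is measured as cAMP accumulation in an RXFP1-transfected HEK293T line under PDE4 inhibition. Values are scaled between buffer-only and 29 nM porcine relaxin, and EC50s come from standard Hill equation fits.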
GRP78 ERSR act: ER stress response induction in glioma | hit rate 0.02% among 420,000 | Potency, µM, for the others: top-dose activation, actives largely listed as activators | U87-MG GRP78 promoter luciferase reporter, 16 h; also: potency is read from the fitted curve at half-maximal effect; series mostly up to about 76 µM; % of control where 0% means no effect; nearly all actives have a fitted effect of over 35% in size
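ERSR induction read as luciferase luminescence (Bright-Glo, 10 min at room temperature) in stably transfected human U87-MG glioma cells exposed to compounds for 16 h, using GRP78 as sensor.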
D2 PAM: positive allosteric modulators of human D2 dopamine receptor; HEK293 T-REx D2, calcium flux, EC20 dopamine potentiation; potentiation, % at 10 µM; hit rate 0.34% among 340,000; AID 485347;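 active = potentiation over 3 SD above the plate norm, cut at about 30% in these data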; also: 0% is about no effect
Target sequence (P14416 whole entry, looked up): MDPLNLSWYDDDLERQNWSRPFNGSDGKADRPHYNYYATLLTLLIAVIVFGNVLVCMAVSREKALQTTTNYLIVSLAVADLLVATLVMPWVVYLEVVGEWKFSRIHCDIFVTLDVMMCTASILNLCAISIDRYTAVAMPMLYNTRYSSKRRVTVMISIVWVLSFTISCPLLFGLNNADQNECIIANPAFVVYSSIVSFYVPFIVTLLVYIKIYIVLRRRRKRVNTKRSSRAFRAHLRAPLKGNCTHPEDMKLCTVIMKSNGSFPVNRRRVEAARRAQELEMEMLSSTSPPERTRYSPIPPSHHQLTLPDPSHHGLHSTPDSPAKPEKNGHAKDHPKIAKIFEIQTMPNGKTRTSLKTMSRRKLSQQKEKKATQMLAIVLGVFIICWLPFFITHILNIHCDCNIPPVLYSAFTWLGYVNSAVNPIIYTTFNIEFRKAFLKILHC
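Potentiation of an EC20 dopamine calcium response is measured in a force-coupled, tetracycline-inducible Hek293 Trex D2 line. Compound-only kinetic reads over 180 s flag agonists before dopamine addition.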
D1 PAM: potentiators of human D1 dopamine receptor | P21728 | HEK293 TREx D1 cells, calcium flux, dopamine EC20 potentiation | potentiation, % at 10 µM | hit rate 0.036% among 360,000 | AID 504651; in the data active = potentiation above about 30%; also: 0% is about no effect
Vif-APOBEC3G blk: Vif-A3G binding inhibition; Q9HC16; HeLa A3G-eYFP + Vif (tagged APOBEC3G with the HIV-1 protein that degrades it), YFP fluorescence, overnight; Potency, µM (highest dose often 46.1 µM), without a hit: top-dose activity, negative = active, hits mostly inhibitors; hit rate 0.076% among 410,000; AID 602310;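 also: potency is read from the fitted curve at half-maximal effect; % is scaled to controls: 0 for no effect and ±100 for the full control effect; nearly all actives have a fitted effect of over 60% in size; hits raise eYFP signal because A3G escapes Vif-driven loss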
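HeLa cells stably expressing Vif and C-terminally eYFP-tagged A3G, seeded overnight at 37 deg C, then exposed to compound by pintool overnight at 37 deg C. Rise in yellow fluorescence (Ex 488/Em 500-530, Acumen) marks blocked Vif-driven A3G degradation.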
Vif-A3F inh: inhibitors of Vif-A3F interaction | AID 602313 | HeLa A3F-eYFP + Vif (tagged APOBEC3F with the HIV-1 protein that degrades it), YFP fluorescence increase | hit rate 0.2% among 390,000 | Potency, µM (highest dose often 46.1 µM), without a hit: at the top dose activity, negative = active; also: potency is read from the fitted curve at half-maximal effect; % of control where 0% means no effect; nearly all actives have a fitted effect of over 65% in size
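HeLa cells stably expressing Vif plus C-terminally eYFP-tagged A3F were seeded, incubated overnight at 37 deg C, dosed with compound, incubated overnight again at 37 deg C. Yellow fluorescence (Ex 488/Em 500-530) reported blocked Vif-mediated A3F-eYFP degradation.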
D1 agonist: agonists of human D1 dopamine receptor | HEK293 T-REx D1 cells, calcium flux, agonist mode | P21728 | hit rate 1% among 360,000 | activation, % at 2 µM; in the data active = activation above about 30%; also: 0% is about no effect
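Tetracycline-induced HEK293 TREx D1 cells, force-coupled to calcium signalling, were dye-loaded with a no-wash calcium kit. Compound was pin-added after a 10 s baseline. Fluorescence was read kinetically at 1 cycle/s for 180 s, with calcium rises flagged as agonism.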
RXFP1 antag: antagonists of human relaxin receptor RXFP1. hit rate 0.59% among 350,000. AID 1259400. activity change, negative = inhibition, % at 57.5 µM. HEK293-RXFP1, relaxin-stimulated cAMP HTRF, 30 min; stronger effect = lower value;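 active = activity change of -60% or lower, but not beyond a set lower limit; inconclusive = change between -60% and -40%, or beyond the set limit; inactive = change above -40%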; also: % is scaled to controls: 0 for no effect and ±100 for the full control effect
* marks the source's active call; other numbers are inactive results; ? = inconclusive; . = not tested or not shown; & = joins results of further samples. Unless noted, calls follow the shape of the dose curve; as a rule, active = well fitted curve in the direction sought with a large enough effect; inconclusive = small, poorly fitted or top-dose-only effect, or another doubt; inactive = no such curve, though single readings can be large; an effect the other way counts as inactive or inconclusive.

SMILES	D1 antag	RXFP1 agonist	GRP78 ERSR act	D2 PAM	D1 PAM	Vif-APOBEC3G blk	Vif-A3F inh	D1 agonist	RXFP1 antag
Cc1ccc(C)c(NC(=O)CN2C(=O)NC(C)(c3ccc4c(c3)OCCO4)C2=O)c1 (stereo not given)	17	1.5%	-3%	-3	-3	2%	0%	8	-2
Cc1ccccc1S(=O)Cc1ccc(C(=O)N2CCN(C3CCCCC3)CC2)o1 (stereo not given)	.	.	-4%	.	.	3%	-3%	.	-3
Cc1cc(=O)[nH]c(SCC(=O)c2c(N)n(C)c(=O)n(C)c2=O)n1	-13	?	-1%	-3	-5	-4%	-2%	-3	13
CC1(C)CC(O)C(C)(C)N1O (stereo not given)	168	-0.5%	0%	2	0	-5%	-5%	37*	6
O=C(NC1CCC(O)CC1)C1CCN(S(=O)(=O)c2c(Cl)cccc2Cl)CC1 (stereo not given)	-16	1.8%	2%	-10	0	-1%	?	1	0
CC(NC(=O)COc1ccc([N+](=O)[O-])cc1)c1ccccc1 (stereo not given)	-22	0.4%	8%	1	1	0%	-9%	3	-8
Cc1ccc2c(Cl)cc(Cl)c(OCC(=O)O)c2n1	-10	-0.6%	-4%	-4	-10	-3%	-1%	-1	-14
N#Cc1nccnc1S(=O)(=O)c1cccs1	-9	0.3%	-13%	.	0	-6%	17%	2	7
O=C1NC(c2ccccc2O)Nc2ccccc21 (stereo not given)	21	0.4%	3%	.	1	-5%	-21%	0	1
COc1ccc(C2c3cc(OC)c(OC)cc3CCN2C2CC(=O)N(c3ccccc3)C2=O)cc1OC (stereo not given)	-5	1.5%	-3%	17	1	-2%	2%	1	9
O=C(CN1C(=O)COc2ccc(S(=O)(=O)N3CCCCCC3)cc21)NCc1ccc(F)cc1	26&-15	1.8%&0.7%	-1%&-2%	0&3	-1&-1	-1%&-9%	0%&9%	1&1	4&6
O=C(CCNC(=O)c1ccccc1Cl)NN=Cc1ccccc1[N+](=O)[O-]	.	.	-3%	.	.	-8%	3%	.	-5
COc1ccc(CN(CC(=O)NCc2ccccc2)C(=O)c2csnn2)cc1	-8	-0.5%	-3%	2	-3	-1%	-5%	2	3
O=C(CSc1nc2ccccc2c(=O)n1Cc1ccccc1)NCc1ccco1	-1	17%	-4%	-2	-7	0%	-8%	13	4
COc1ccc(N2C(=O)[C@@H]3[C@H](C2=O)[C@H](C(=O)c2ccc(OC(C)=O)cc2)N2N=CC=C[C@@H]32)cc1	1	-2.3%	.	-4	-7	.	.	1	.
O=C(NCc1nnc(SCC(=O)N2CCCc3ccccc32)n1-c1ccccc1)c1cccc2ccccc12	40	-0.7%	0%	9	4	-2%	-1%	10	-5
O=C(Cn1nnc2ccccc2c1=O)N[C@@H](Cc1c[nH]c2ccccc12)C(=O)O	1	-1.5%	-2%	-7	0	1%	-7%	2	-2
Cc1ccc(/C=N\NC(=O)c2ccc3c(c2)OCO3)o1	3	2.2%	-1%	-24	-1	0%	-4%	2	-4
Cc1nc(-c2coc3cc(OCC(=O)O)ccc3c2=O)cs1	3	5.3%	-12%	12	-3	1%	-6%	0	1
C=CCn1c(=NC(=O)c2cccc(N3C(=O)CCC3=O)c2)sc2cccc(OC)c21	0	4.6%	-2%	21	-4	-7%	8%	0	18
CCOc1ccc(NC(=O)CCCn2c(C)c3cnn(-c4ccccc4)c(=O)c3c2C)cc1	0	-0.1%	-3%	-4	0	3%	4%	-2	.
O=C(Nc1ccccc1)N1CCC(O)(c2cccc(C(F)(F)F)c2)CC1	-3	-0.8%	-2%	2	-1	-1%	12%	10	0
CCOc1ccc(CCNC(=O)c2cccc(N3CCCC3=O)c2)cc1OCC	2	2.4%	-4%	6	-3	1%	6%	1	9
CC1(C)COC(c2ccc(F)c([N+](=O)[O-])c2)=N1	-1	-0.6%	-8%	6	4	-4%	-13%	1	-1
Cc1ccc(-n2ncc3c(SCc4ccccc4)ncnc32)cc1	8	0.9%	4%	-8	-3	-8%	-13%	4	-5
CC(C)[C@H](NC(=O)NCc1cccs1)C(=O)O	-14	2.0%	-2%	-1	-2	1%	0%	1	3
CC(=O)c1ccc(NC(=O)CSc2nnc3ccc(-c4ccc(Br)cc4)nn23)cc1	.	3.8%	-2%	-4	2	3%	-3%	0	4
CN1CCC(N(C)S(=O)(=O)c2ccc(NC(=O)Cc3ccc(F)cc3)cc2)CC1	-29	1.2%	-6%	2	-2	-10%	-10%	7	6
O=C(NNS(=O)(=O)c1ccc(Cl)cc1)NC1CCCCC1	7	2.0%	-3%	2	0	0%	-11%	3	-5
Cc1ccccc1OCC(=O)Nc1cccc(C(=O)OCc2cc(=O)n3c(C)csc3n2)c1	-12	3.4%	-2%	1	0	6%	4%	0	3
CC(C)(C)C1COc2ccccc2N1C(=O)c1ccccc1Cl (stereo not given)	4	3.4%	-1%	11	-1	3%	-1%	9	-5
C1=C(c2ccccc2)CCN(c2nc3ccccc3n3cnnc23)C1	-16	7.2%	8%	0	0	0%	-6%	0	.
O=C1CCCc2cc(S(=O)(=O)NCC3CCC(C(=O)NCc4ccc(F)cc4)CC3)ccc2N1 (stereo not given)	4	0.2%	1%	-3	-5	3%	4%	3	.
CCCCNC(=O)CSc1nc2ccsc2c(=O)n1CCCC(=O)NCCc1ccc(S(N)(=O)=O)cc1	-17	14%	-3%	-2	-1	1%	-3%	4	-12
CCOc1cccc(-c2nnc3sc(-c4cccs4)nn23)c1	11	7.8%	-5%	1	-4	-1%	-1%	1	-6
CC(=O)c1ccc(NC(=O)c2cn3c4c(ccc(Cl)c4c2=O)OC(C)C3)cc1 (stereo not given)	17	1.1%	-1%	-5	1	1%	-15%	1	-9
O=C(CN1CCN(c2ccc([N+](=O)[O-])cc2Cl)CC1)N1CCOCC1	-16	-0.7%	-2%	-4	-4	1%	?	8	10
CCOC(=O)c1ccccc1NC(=O)Cn1c(=O)n(CCCC(=O)NCc2ccc3c(c2)OCO3)c(=O)c2ccccc21	-7	1.3%	-3%	2	4	3%	-6%	-1	.
Cc1ccc(NC(=S)NC(=O)C2CCCC2)c(Br)c1	.	.	4%	.	.	-2%	7%	.	-33
COc1ccc(CC(NC(C)=O)C(=O)NC2CCN(c3ncccc3[N+](=O)[O-])CC2)cc1 (stereo not given)	-9	-3.2%	-5%	6	2	2%	0%	2	-2
COc1ccc(N(C(=O)CNC(=O)c2cccs2)C(C(=O)NCC2CCCO2)c2ccccc2)cc1 (stereo not given)	-13	1.8%	-2%	-16	-6	0%	12%	30	-6
O=C(Nc1cccc(Cl)c1)C1C2C=CC3(O2)C1C(=O)N(CCCN1CCCCC1)C3C(=O)NC1CCCCC1 (stereo not given)	15	0.2%	-3%	-14	-3	3%	-10%	-1	-12
O=C(NCC1CCCCC1)c1cccnc1	-12	0.0%	-3%	8	0	3%	4%	8	-3
Cc1ccc(N/C=C/c2onc(C)c2[N+](=O)[O-])cc1	4	2.5%	4%	-8	3	-1%	9%	33*	6
COc1ccc(N2CCN(CCCNC(=O)C(=O)c3c[nH]c4ccccc34)CC2)cc1	-21	-0.5%	-4%	-25	-3	-1%	3%	9	-19
Cc1nc(Cl)c(Cl)n1CCOc1ccccc1	-18	-0.4%	0%	2	-3	-1%	6%	3	-18
COC(=O)c1nc2nc(-c3cccs3)cc(C(F)(F)F)n2n1	11	6.5%	2%	1	2	-7%	-1%	2	-3
O=C(NCCc1c[nH]c2ccccc12)OCCSS(=O)(=O)O	-7	1.0%	-2%	8	-7	0%	-11%	0	1
CC(=O)N(c1nnc(-c2cccc(C)c2)s1)C1CCCC1	12	-4.9%	10%	3	-1	1%	-3%	1	-7
O=C(O)c1cccc(NC2=C(N3CCOCC3)C(=O)c3ccccc3C2=O)c1	-11	-1.3%	1%	3	-4	2%	-3%	1	-7
CCN(Cc1ccccc1)S(=O)(=O)c1ccc(C(=O)N(CCCN(C)C)c2nc3ccc(F)cc3s2)cc1	-6	-1.0%	-13%	-6	-7	?	2%	5	-7
CC1CN(Cc2nc3c(c(=O)[nH]c(=O)n3C)n2CC(N)=O)CC(C)O1 (stereo not given)	10	0.0%	-2%	7	-1	0%	-5%	2	.
COc1ccc(C(=O)C[n+]2ccc3c(c2)nc(-c2cc(OC)c(OC)cc2OC)n3C)cc1	-31*	0.3%	-3%	-4	-4	0%	3%	1	3
Cc1cc(C)cc(NC(=O)CNS(=O)(=O)c2ccc3nc(C)sc3c2)c1	24	-3.2%	.	0	-4	.	.	-2	4
Cc1ccc(NS(=O)(=O)c2ccccc2)c([N+](=O)[O-])c1	.	.	-6%	.	.	-4%	-3%	.	14
CCCc1nc2nc(C)c(NS(=O)(=O)c3ccc(Cl)cc3)c(=O)n2[nH]1	-12	-3.2%	0%	8	7	0%	-16%	-1	3
CCn1c(SCC(=O)Nc2nc(-c3ccccc3)cs2)nc2c1c(=O)n(C)c(=O)n2C	-7	21%	-3%	-1	-10	0%	-19%	2	4
COc1ccc(CNC(=O)c2ccc(Cn3nc(C)c([N+](=O)[O-])c3C)o2)cc1	-7	0.1%	-3%	0	-2	-9%	7%	9	16
COc1ccc(C(=O)OCC(=O)Nc2cc(C)c(C)cc2[N+](=O)[O-])cc1	-3	2.8%	-2%	6	-2	2%	7%	6	2
CCN(CC)S(=O)(=O)c1ccc2c(c1)N(CC(=O)N1CCN(c3ccc(F)cc3)CC1)C(=O)CO2	-25	1.2%	-2%	-8	-2	-10%	-1%	1	5

Assay outcomes deposited in PubChem BioAssay by National Center for Advancing Translational Sciences (NCATS).

These rows are one share of the data; count on the stated rates, not on these rows.
